# E-sel inducer = induces E-selectin expression in human endothelial cells; HUVEC E-selectin immunofluorescence imaging; normalized: neutral wells 0, TNF-alpha wells 100; 0.37% of 260,000 active; P16581; activation, % at 7.58 µM;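 active = mean E-selectin-positive cell signal at least 10% of the positive control, reached in at least 60% of replicates, without over 20% cell loss; inconclusive = no rule given, readout overlaps actives, possibly toxicity-flagged; inactive = the rest, including those meeting only one limit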;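 note: in these data hits start at about 27%; measured in HUVEC primary endothelial cells; signal is the percent of cells scored E-selectin positive by PE staining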
#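 assay system = HUVEC, human umbilical vein endothelial cells | input = 3,000 HUVEC seeded per well | medium = EGM-2 growth medium on 0.1% gelatin-coated wells | dosing = one compound dose added by pin transfer | signal = immunofluorescence imaging | read-out basis = % PE-positive cells | control set = TNF-alpha, DMSO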
# EWS-Fli block = EWS/Fli transcriptional activity inhibition | A673 NR0B1-luciferase reporter, viability-normalised | inhibition, % at 12.6 µM | 0.67% of 350,000 active | AID 651661;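 active = mean inhibition of at least 50% after viability correction, with every replicate also passing that limit; inconclusive = mean reaches 50% but only one of two replicates passes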;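 note: firefly luciferase signal divided by Alamar Blue viability fluorescence both relative to DMSO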
# S100A4 inh HTS = blocks human S100A4 binding to myosin IIA peptide. P26447. S100A4/TAMRA-MyoIIA peptide fluorescence polarization. inhibition, % at 10.7 µM. 0.14% of 360,000 active;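 active = mean inhibition of at least 70% across replicates, with every replicate also reaching that level; inconclusive = mean inhibition reaches 70% but some replicates fall short; inactive = mean inhibition below 70%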
# Target sequence (P26447 whole entry, looked up): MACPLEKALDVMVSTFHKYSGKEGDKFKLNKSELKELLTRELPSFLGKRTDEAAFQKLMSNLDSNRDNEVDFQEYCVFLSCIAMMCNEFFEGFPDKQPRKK
#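 System – human S100A4 monomer protein, biochemical binding assay · Buffer or medium – Calcium-containing HEPES buffer, pH 7.2 · Timing – 5 min between mix addition and reading · Also added – TAMRA-labelled myosin IIA heavy-chain peptide probe, 5 nM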
# esBAF inh = blocks esBAF chromatin remodeling in mouse ES cells; 2% of 350,000 active; reporter increase, % at 12.5 µM; Bmi1-luciferase knock-in reporter, 24 h; 100% = twice the neutral-well signal; in the data active = activation above about 40%; inconclusive = no clear call, values can overlap the other calls;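 note: 0% = median of the plate's neutral control wells and 100% = double that signal; a rise in the Bmi1 reporter signal indicates esBAF inhibition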
# RAD54 branch = blocks human RAD54 Holliday junction branch migration; AID 602329; FAM/BHQ fluorescence; inhibition, % at 10.4 µM; 0.14% of 360,000 active; Q92698;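 active = mean normalized replicate activity at least 40 and at least half of replicates scoring 40 or more; inconclusive = only one of the two criteria met; inactive = mean below 40 and under half of replicates reaching 40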;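 note: 0% = median of neutral control wells and 100% = median of positive control wells; inhibitors cause a drop in the FAM fluorescence signal; in these data hits start at about 50%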
# Target sequence (Q92698 whole entry, looked up): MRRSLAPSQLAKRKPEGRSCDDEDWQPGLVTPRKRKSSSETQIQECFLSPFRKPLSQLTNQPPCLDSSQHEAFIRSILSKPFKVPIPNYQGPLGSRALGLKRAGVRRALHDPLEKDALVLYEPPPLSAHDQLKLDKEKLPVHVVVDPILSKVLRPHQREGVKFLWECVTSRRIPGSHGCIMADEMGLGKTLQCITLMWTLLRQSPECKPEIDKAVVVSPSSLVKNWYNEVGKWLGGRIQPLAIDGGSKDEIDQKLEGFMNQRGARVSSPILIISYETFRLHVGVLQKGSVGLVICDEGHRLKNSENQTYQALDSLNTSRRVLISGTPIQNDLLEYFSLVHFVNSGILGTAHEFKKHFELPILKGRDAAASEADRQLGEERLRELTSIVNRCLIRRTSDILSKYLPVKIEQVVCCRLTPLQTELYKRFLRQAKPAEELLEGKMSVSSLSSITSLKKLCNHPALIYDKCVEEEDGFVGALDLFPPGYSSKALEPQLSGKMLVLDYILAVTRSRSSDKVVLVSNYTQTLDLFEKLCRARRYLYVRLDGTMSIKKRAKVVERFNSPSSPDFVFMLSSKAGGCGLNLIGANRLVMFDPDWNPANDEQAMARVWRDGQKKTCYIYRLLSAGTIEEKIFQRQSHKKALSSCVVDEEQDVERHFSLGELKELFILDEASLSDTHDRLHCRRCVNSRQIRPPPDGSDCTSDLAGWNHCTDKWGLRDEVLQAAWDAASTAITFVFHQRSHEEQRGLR
# FN deposit inh = fibronectin deposition inhibition; AH1F fibroblasts, Alexa488-fibronectin deposition fluorescence, overnight; inhibition, % at 12.6 µM; 0.086% of 350,000 active; AID 743247;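 active = mean inhibition across replicates of 30% or more, regardless of how many single replicates reach that level; inconclusive = mean under 30% yet at least half of replicates reach 30%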;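 note: positive control wells lacked labelled fibronectin entirely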
#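 Material: AH1F fibroblasts assembling fluorescent fibronectin matrix; amount: 10000 AH1F cells/well; medium: DMEM, 2% serum; reagent: Alexa488-fibronectin, 24 nM final in well; dosing: single compound dose, delivered by pin transfer; incubation: 1 h adhesion, overnight exposure; detection: fluorescence after three HBSS washes, excitation 485 nm, emission 525 nm; measure: fibronectin deposition inhibition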
# RAD52 inh = RAD52 (human) annealing inhibition. P43351. recombinant RAD52 DNA annealing, FRET fluorescence. inhibition, % at 18.7 µM. 0.46% of 360,000 active;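 active = every replicate showing at least 50% inhibition; inconclusive = mean inhibition at least 50% but not in every replicate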
# XiGFP reactiv = activators of X-chromosome reactivation in mouse fibroblasts; XiGFP mouse fibroblasts, % GFP-positive cells imaging, 3 d; cells co-treated with 5-aza-dC sensitizer; scaled so ellipticine positive control = 100%; activation, % at 7.58 µM; 0.055% of 360,000 active;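 active = mean normalized replicate activation at least 10% and every replicate at or above 10%; inconclusive = only one of the two criteria met; inactive = mean below 10% and not all replicates reach 10%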;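 note: 0% = median of on-plate neutral control wells and 100% = ellipticine 6 µM median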
#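 material = 68-5-11 XiGFP fibroblast line | medium = DMEM plus 5-aza-dC sensitizer | schedule = 3 days compound exposure | benchmarks = positive control ellipticine, 6 µM final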
# * marks the source's active call; other numbers are inactive results; ? = inconclusive; · = not tested or not shown.
# Order of values – E-sel inducer	EWS-Fli block	S100A4 inh HTS	esBAF inh	RAD54 branch	FN deposit inh	RAD52 inh	XiGFP reactiv
[1] CS(=O)(=O)Nc1ccc2c(c1)[C@H]1C[C@@H](CC(=O)N3CCc4ccccc4C3)O[C@@H](CO)[C@H]1O2
    0.4	-14.0	7.6	3.1	-0.1	·	1.9	0.1
[2] O=C(c1cccc(NS(=O)(=O)c2cccc(C(F)(F)F)c2)c1)N1CCOCC1
    0.4	-0.7	-1.6	-2.4	-1.4	·	-3.6	-0.1
[3] C[C@]12C=CC(=O)C=C1CCC1C3CC[C@](O)(C(=O)CO)[C@@]3(C)CC3OC312 (some centres not stated)
    -0.1	·	-18.3	-2.6	3.4	-5.5	·	0.0
[4] CCn1cc(/C=C(\NC(=O)c2ccc(OC)c(OC)c2)C(=O)NCCCN2CCOCC2)c2ccccc21
    0.2	·	-2.1	4.1	5.0	-3.8	-1.6	0.0
[5] Cc1ccc(S(=O)(=O)N(C)C[C@H]2OCCCC[C@@H](C)Oc3ccc(NC(=O)c4ccccc4)cc3C(=O)N([C@@H](C)CO)C[C@H]2C)cc1
    ·	10.9	30.3	-1.7	-1.9	4.5	-56.7	0.1
[6] CCCc1cc(C(=O)Nc2cc(Cl)ccc2O)no1
    0.4	-18.6	3.4	82.7*	-0.6	-0.3	-21.5	-0.1
[7] C[C@@H]1CN([C@@H](C)CO)C(=O)c2cccc(NC(=O)C3CCCCC3)c2O[C@H]1CN(C)Cc1ccc(C(F)(F)F)cc1
    9.8	13.8	-4.0	1.7	13.4	·	-3.2	-0.6
[8] CC(C)CCNC(=O)C(c1ccco1)N(CC1CCCO1)C(=O)Cn1nnc2ccccc21 (configuration not stated)
    ·	·	-8.6	-4.3	-1.2	·	-10.7	·
[9] O=C(Cn1c(=O)oc2ccccc21)Nc1cccc(Cl)c1
    ·	12.3	-0.3	9.1	1.7	-1.7	6.3	0.0
[10] CCC(=O)N1CCCCN2[C@@H](CO)[C@@H](c3ccc(-c4cccc(C(=O)N(C)C)c4)cc3)[C@@H]2C1
    0.4	-6.1	-0.5	·	-6.0	·	4.6	0.0
[11] CSc1nsc(SCC(=O)Nc2ccc(OC(C)=O)cc2)n1
    6.2	-113.1	2.5	·	3.3	4.9	-6.1	0.2
[12] O=C1c2ccccc2C2Cc3nnccc3CN12 (configuration not stated)
    -0.1	-2.2	0.8	·	·	0.5	-4.8	0.4
[13] O=C(Cn1cc(C(F)(F)F)cc(Cl)c1=O)NCc1ccc(Cl)cc1Cl
    ·	-17.1	-2.4	-1.6	2.1	4.1	-13.6	0.2
[14] C[C@H](OC(=O)NCc1ccc(C(F)(F)F)cc1)[C@@H]1O[C@@]2(C)CCC[C@@H]1O2
    0.0	-5.8	-5.7	-4.0	-1.2	1.5	-3.1	0.0
[15] c1cnc(Sc2ccc3nnnn3n2)nc1
    -0.2	-6.8	-1.0	0.9	-2.7	5.3	-14.0	0.0
[16] Brc1ccc(NCc2nnc3n2CCCCC3)cc1
    ·	-2.8	0.2	-2.3	-1.2	·	-0.8	·
[17] CCCN(C)C[C@@H]1Oc2cc(C#Cc3cccc(F)c3)ccc2S(=O)(=O)N([C@@H](C)CO)C[C@H]1C
    -0.1	18.2	3.7	-1.1	-2.5	8.0	-71.9	3.5
[18] O=C1NN(c2ccccc2)C(=O)/C1=C\c1ccccc1
    ·	11.0	0.6	-6.8	-4.6	4.3	-9.8	0.0
[19] CC1Cc2ccccc2N1C(=O)CN1CCC(C(N)=O)CC1 (configuration not stated)
    6.5	0.4	1.3	·	·	-15.8	-1.4	0.0
[20] Cn1c(N)c(C(=O)COC(=O)COc2ccc(Br)cc2)c(=O)n(C)c1=O
    0.0	-3.5	-3.7	-7.4	-0.1	-9.0	-16.4	0.1
[21] Cc1ccc(C(=O)/C=C/C(=O)c2ccc(C)cc2)cc1
    -3.3	11.5	1.5	·	·	22.7	-7.2	-0.3
[22] Cc1c(C)c2ccc(OCC(=O)NC(Cc3c[nH]c4ccc(O)cc34)C(=O)O)c(C)c2oc1=O (configuration not stated)
    ·	-8.2	0.8	1.0	-8.9	·	-1.6	·
[23] C[C@@H]1CN([C@H](C)CO)C(=O)c2cccc(NS(=O)(=O)c3ccc(F)cc3)c2O[C@@H]1CN(C)Cc1ccc(-c2ccccc2)cc1
    -0.1	1.3	0.9	-1.8	-1.0	9.3	23.1	-1.2
[24] CC1CN(C(=O)c2cccn(Cc3c(Cl)cccc3Cl)c2=O)CC(C)O1 (configuration not stated)
    ·	18.3	22.0	·	·	1.6	13.7	0.0
[25] CCC(c1nnnn1Cc1ccccc1)N1CCN(c2ccccc2)CC1 (configuration not stated)
    ·	0.4	-4.1	·	·	·	-3.0	0.0
[26] O=C(O)C(C(O)c1ccc([N+](=O)[O-])cc1)[n+]1ccccc1 (configuration not stated)
    0.2	-8.5	-4.6	7.4	5.2	3.5	2.0	-0.1
[27] C[C@H]1CN([C@@H](C)CO)C(=O)c2cc(C#Cc3ccccc3)cnc2O[C@@H]1CN(C)CC1CCOCC1
    -0.2	-2.2	-6.3	-1.3	1.4	·	20.4	0.2
[28] CO[C@@H](CN(C)C(=O)c1ccccc1F)[C@H](C)CN([C@@H](C)CO)S(=O)(=O)c1ccc(F)cc1
    0.1	1.8	-12.6	0.6	1.6	-10.2	-0.4	0.0
[29] NC(=O)c1csc(-c2ccncc2)n1
    1.3	·	·	0.4	-6.1	14.5	·	·
[30] Cc1cc(C)cc(-n2ncc3c2CCCC3NC(=O)c2ccccc2N2CCOCC2)c1 (configuration not stated)
    ·	·	-4.1	14.2	-13.3	3.7	1.8	0.0
[31] COc1c(F)cccc1C1=CC(=O)C[C@H](c2ccc(F)cc2)C1
    0.1	-5.4	-0.5	6.9	·	-12.7	-8.1	0.1
[32] CC(=O)COc1cc2c(-c3cc4ccccc4o3)cc(=O)oc2cc1C
    ·	6.5	-3.7	-4.0	-2.9	0.4	-6.1	0.0
[33] Cc1noc(C)c1S(=O)(=O)N(C)C[C@@H]1Oc2ccc(NS(C)(=O)=O)cc2CC(=O)N([C@@H](C)CO)C[C@@H]1C
    -5.0	-6.3	-5.3	1.4	1.5	·	0.7	0.0
[34] COc1ccc(S(=O)(=O)N2CCOC23CCN(C(=O)c2c(F)cccc2Cl)CC3)cc1
    ·	8.4	-3.2	-0.8	-5.8	9.3	-4.1	0.0
[35] COc1ccc(C(=O)N2CCC(C(=O)N3CCN(c4ccc(OC)cc4)CC3)CC2)cc1
    ·	10.0	-8.3	4.0	0.0	1.7	-10.8	0.1
[36] O=C1CCC(C(=O)N2CCSCC2)CN1Cc1cccc(C(F)(F)F)c1 (configuration not stated)
    0.2	·	-3.3	·	-3.0	-10.3	-7.4	0.0
[37] C[C@@H]1CN([C@H](C)CO)C(=O)c2cc(NC(=O)C3CCCCC3)ccc2O[C@@H](C)CCCCO[C@@H]1CN(C)Cc1ccc2c(c1)OCO2
    0.2	12.4	10.0	1.4	-2.2	·	-32.9	-0.9
[38] CC(C)CC(CC(C)C)=NNC(=O)c1ccc(CSc2nncn2C)cc1
    6.5	-5.7	-8.3	-0.1	7.5	22.6	-28.6	0.0
[39] C[C@H](CO)N1C[C@H](C)[C@H](CN(C)S(=O)(=O)c2cn(C)cn2)Oc2ccc(NC(=O)Cn3cnnn3)cc2CC1=O
    -10.3	-3.9	5.4	-0.5	-2.3	·	-9.1	0.0
[40] COCC#Cc1ccc2c(c1)O[C@H](CN(C)S(=O)(=O)c1cccc(OC)c1)[C@H](C)CN([C@H](C)CO)S2(=O)=O
    -0.3	22.0	-12.6	1.1	-6.3	7.9	-22.6	-0.8
[41] CCN1CCN(c2cc(C)c3cc(NC(=S)N4CC(C)CC(C)C4)ccc3n2)CC1 (configuration not stated)
    ·	11.8	1.7	-0.7	?	-6.7	52.5*	0.1
[42] COc1ccc(CN(CCC(C)C)S(=O)(=O)c2ccccc2Br)cc1
    -0.1	-1.3	-7.2	-7.0	-1.2	-6.4	-14.1	0.1
[43] CC(C)NC(=O)N(C)C[C@@H]1Oc2cc(C#C[C@H](C)O)ccc2S(=O)(=O)N([C@H](C)CO)C[C@@H]1C
    1.3	-1.1	4.9	-0.7	1.0	-1.4	-7.4	-0.3
[44] COc1ccc(N2CCN(C(=O)CCCn3c(=O)c4cccn4c4cccnc43)CC2)cc1
    -0.2	-10.9	5.7	-5.8	16.2	5.4	-7.4	0.0
[45] CCOC(=O)C1=C(NC(=S)NC(=O)c2ccccc2)c2ccccc2CC1(C)CC (configuration not stated)
    ·	·	·	-1.5	3.8	-10.1	·	0.0
[46] C[C@@H]1CCCCO[C@@H](CN(C)C)[C@H](C)CN([C@@H](C)CO)C(=O)c2cc(NC(=O)Nc3ccc(F)cc3)ccc2O1
    0.0	1.8	·	-2.6	·	·	·	-0.5
[47] CCCn1nc(NS(=O)(=O)c2ccccc2[N+](=O)[O-])c2cc3ccccc3nc21
    ·	11.2	0.5	-1.8	-9.9	1.0	-11.1	0.0
[48] C[C@H]1CN([C@@H](C)CO)C(=O)c2ccccc2-c2ccccc2CO[C@@H]1CN(C)C(=O)CCC(F)(F)F
    0.3	-10.0	·	1.0	·	11.8	·	0.0
[49] CO[C@H]1CN(C)C(=O)c2cc(NC(=O)Nc3cccc(F)c3)ccc2OC[C@H](C)N(C)C[C@H]1C
    -0.1	-3.4	18.3	-3.2	2.2	-1.2	20.1	0.4
[50] O=C(COc1ccc(Cl)cc1Br)N1CCN(c2ncccn2)CC1
    -1.9	-3.6	-3.2	5.3	0.7	11.5	-9.7	-0.1
[51] COC(=O)[C@@]1(Cc2ccccc2)[C@H]2c3cc(C(=O)N4CCCC4)n(Cc4ccsc4Br)c3C[C@H]2CN1C(=O)c1ccccc1
    -0.2	-9.7	1.7	·	·	-16.4	-23.1	-0.1
[52] C=CCn1c(SC)nccc1=O
    -0.2	1.7	5.5	4.7	-7.3	-3.5	-2.9	0.2
[53] Nc1ccc(Nc2ccccc2)cc1
    ·	·	-18.3	-2.6	6.2	·	-9.4	·
[54] O=C(C[C@@H]1C[C@@H]2c3cc(NC(=O)Cc4ccncc4)ccc3O[C@@H]2[C@H](CO)O1)NCc1ccc(-c2ccccc2)cc1
    -0.3	11.1	10.5	6.9	4.6	·	14.8	0.1
[55] CC(=O)N(C1=C(Cl)C(=O)c2ccccc2C1=O)C1CCCCC1
    35.6*	54.9*	-1.7	·	-6.8	79.7*	-8.9	4.3
[56] CCOC(=O)C1CCCN(C(=O)C(C)(C)Oc2ccc(Cl)cc2)C1 (configuration not stated)
    ·	4.1	-5.4	·	·	·	-6.2	-0.1
[57] CCOC(=O)Cc1csc(N/N=C/c2ccc(C(F)(F)F)cc2)n1
    -1.7	40.7	-2.4	·	·	-8.3	-20.2	0.1

# Screening data (PubChem)
